uPA surface inh: inhibitors of cell surface uPA generation; cell surface uPA generation assay, qHTS; Potency, µM (highest dose often 38.3 µM), for the others: top-dose activity change, negative = inhibition, actives largely listed as inhibitors; 330,000 compounds, 0.31% hits; active = well fitted inhibition curve with a large enough effect; inconclusive = small, poorly fitted or top-dose-only effect; inactive = no such curve, though single readings can be large or run the other way; tested in mouse RAW 264.7 cells; note: potency is the fitted concentration of half-maximal effect; nearly all actives have a fitted effect of over 55% in size
Chronic BCR inh: blocks chronic active B-cell receptor signaling; Potency, µM (doses to about 46.1 µM), inactives show at the highest dose ratio change, negative = lower green/red ratio, hits mostly inhibitors; 340,000 compounds, 0.05% hits; ABC-DLBCL IkBa-CBG/CBR reporter, luminescence ratio, 4 h; active = well fitted inhibition curve with a large enough effect in the signal ratio, with a control signal flat, not every such curve was filed as active; inconclusive = small, poorly fitted or top-dose-only effect, or effect the other way, or a change in a side signal; the % refers to the signal ratio;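 note: potency is the fitted concentration of half-maximal effect; plate controls were basal doxycycline-induced cells for no effect and cells given 10 µM MG132 for full effect; MG132 reads +100%, hits lower the ratio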
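Concentration-response series (up to 46 uM) were applied to TMD8 dual-reporter cells for 4 h at 37C with doxycycline. Green/red ratio, after filter-overlap correction, defined %Activity; red signal alone was normalised to basal cells and zero luminescence.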
PKM2 activator: increases activity of human pyruvate kinase M2 | purified PKM2, Kinase-Glo ATP luminescence, activation; response scale: 0% is enzyme alone, no compound | AID 1631 | 260,000 compounds, 0.34% hits | Potency, µM (doses to about 57.5 µM), without a hit: at the highest dose activation, hits mostly activators; note: potency is the fitted concentration of half-maximal effect; nearly all actives have a fitted effect of over 55% in size
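ATP formation by purified human PK-M2, quantified via coupled luciferase luminescence after 1 h at room temperature with 0.1 mM ADP and 0.5 mM PEP final.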
FBPA coupling cs: coupling enzyme interference in Giardia aldolase counter-screen. coupling enzyme system counterscreen, AmpLite Red fluorescence. activity change, negative = inhibition, % at 58.2 µM, hits read low. 290,000 compounds, 0.67% hits; in the data active = activity change below about -30%
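Counterscreen lacking aldolase: glyceraldehyde-3-phosphate coupling-enzyme reagent preincubated 10 min at RT with compound (at 57.5 uM final), then substrate/coupling system with AmpLite Red added; fluorescence read at 525/598 nm after 20 min RT.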
GALK inh: blocks human galactokinase activity; P51570; Purified GALK, Kinase-Glo residual ATP luminescence; Potency, µM (titrated, usually from 57.5 µM), inactives show at the highest dose activity change, negative = inhibition, most hits filed as inhibitors; 270,000 compounds, 0.007% hits; note: potency is the fitted concentration of half-maximal effect
Target sequence (P51570 whole entry, looked up): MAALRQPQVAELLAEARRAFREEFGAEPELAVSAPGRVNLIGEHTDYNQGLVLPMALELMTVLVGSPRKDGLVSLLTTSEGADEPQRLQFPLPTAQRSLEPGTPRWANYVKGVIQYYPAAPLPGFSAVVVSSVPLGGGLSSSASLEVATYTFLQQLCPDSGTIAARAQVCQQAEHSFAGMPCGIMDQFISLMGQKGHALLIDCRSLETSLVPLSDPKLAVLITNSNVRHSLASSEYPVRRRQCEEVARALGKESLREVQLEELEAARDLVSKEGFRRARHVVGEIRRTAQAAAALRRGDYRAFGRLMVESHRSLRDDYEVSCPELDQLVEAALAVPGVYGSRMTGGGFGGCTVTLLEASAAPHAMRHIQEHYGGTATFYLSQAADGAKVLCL
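The enzyme phosphorylates galactose (100 uM) using ATP (35 uM); inhibition is detected as higher residual ATP, quantified by bioluminescence after 1 h reaction at room temperature, pH 8.0.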
Giardia kill: Giardia lamblia killing | Giardia lamblia trophozoite viability | activity change, % at 7.66 µM, hits read low | 340,000 compounds, 0.15% hits | AID 540267; in the data active = activity change below about -80%; inconclusive = between about -30% and that limit;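 note: parasites exposed to compound for two days anaerobically before the ATP read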
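ATP-content bioluminescence gauges trophozoite survival. Cells (100/well) receive compound and incubate anaerobically for 48 hrs at 37 deg C; detection reagent follows for 15-30 min at room temperature.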
KCNH2 3.1 inh: KCNH2 3.1 (human) potassium channel inhibition; U2OS KCNH2 3.1, thallium flux FluxOr; active compounds read low; AID 720553; activity change, % (tested at about 1.8 µM); 340,000 compounds, 0.95% hits;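 active = maximum activity change below -70%; inconclusive = maximum activity change from -70% to -50%; inactive = maximum activity change above -50%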;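 note: thallium influx rate constant from kinetic fluorescence after stimulation buffer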
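Normalized rate constant (relative to positive and negative DMSO controls) derived from a 2 min kinetic fluorescence read after stimulation; U2OS cells expressing the 3.1 isoform via virus at 1.77 x 10^8 /mL.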
USP2a inh: blocks human ubiquitin-specific protease USP2a | O75604 | USP2 core, Ub-CHOP2 coupled fluorogenic reporter, 485/531 | Potency, µM (highest dose often 38.3 µM), inactives show at the top dose activity change, negative = inhibition, usual class: inhibitors | 330,000 compounds, 0.01% hits | AID 463254;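 note: potency is the fitted concentration of half-maximal effect; plate controls were DMSO wells for no effect and full inhibition by NEM control for full effect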
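Deubiquitinase activity read as fluorescence (485/531 nm) after Ub-CHOP2 cleavage activates the enterokinase reporter on its substrate; USP2 core 10nM, Ub-CHOP2 and substrate 25nM each, 30min compound preincubation then 60min RT; data normalized to NEM, curves fitted.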
hERG WT inh: blocks the wildtype human KCNH2 potassium channel; Q12809; U2OS, BacMam KCNH2, thallium flux FluxOr; active compounds read low; activity change, % at 1.84 µM; 340,000 compounds, 0.37% hits; AID 720551;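 active = maximum activity change below -70%; inconclusive = maximum activity change between -70% and -50%; inactive = maximum activity change above -50%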
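U2OS cells were transduced with wild-type KCNH2 virus (2.03 x 10^8 / mL) for 4 h at room temperature, then cultured overnight at 37 C. Thallium flux was read with FluxOr dye. Rate constants were normalized to DMSO controls.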
Eya2 inh: Eya2 (human) phosphatase inhibition | 330,000 compounds, 0.006% hits | recombinant Eya2, OMFP fluorescence dephosphorylation (OMFP is methylfluorescein phosphate) | Potency, µM (series often up to 76.9 µM), inactives show at the highest dose activity, negative = inhibition, usual class: inhibitors | O00167 | AID 488837; note: potency is the fitted concentration of half-maximal effect
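Eya2 (0.2 uM) preincubated 10 min at ambient with compound, then OMFP substrate added at 50 uM; 10 min reaction in 50 mM HEPES pH 7.5, 50 mM NaCl, 5 uM MgCl2, 0.05% BSA, 1 mM DTT. Fluorescence read at Ex 485/Em 525 nm.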
B2AR arrestin: beta2AR (human) beta-arrestin recruitment activity | P07550 | beta-arrestin recruitment to beta2AR, cell-based reporter | Potency, µM (series often up to 46.1 µM), inactives show at the highest dose activation, hits mostly activators | 330,000 compounds, 0.02% hits | AID 492947;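 note: potency is the fitted concentration of half-maximal effect; 0% = DMSO controls and full agonism = EC100 isoproterenol or metaproterenol; nearly all actives have a fitted effect of over 65% in size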
Target sequence (P07550 whole entry, looked up): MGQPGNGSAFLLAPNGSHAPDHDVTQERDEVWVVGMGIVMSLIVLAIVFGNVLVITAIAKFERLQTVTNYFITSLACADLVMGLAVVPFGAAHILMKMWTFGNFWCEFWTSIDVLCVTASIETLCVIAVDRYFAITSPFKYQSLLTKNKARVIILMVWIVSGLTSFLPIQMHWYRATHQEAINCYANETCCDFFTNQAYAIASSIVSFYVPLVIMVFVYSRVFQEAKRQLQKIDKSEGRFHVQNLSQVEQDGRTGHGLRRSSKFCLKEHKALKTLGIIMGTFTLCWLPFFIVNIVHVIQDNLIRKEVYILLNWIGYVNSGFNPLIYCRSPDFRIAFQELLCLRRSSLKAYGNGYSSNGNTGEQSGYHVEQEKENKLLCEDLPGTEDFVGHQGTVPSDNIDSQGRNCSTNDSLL
An asterisk follows results filed as active; u = inconclusive; x = not tested or not shown; & = joins results of further samples; [ ] = dose if it differs, or a comment. Unless noted, calls come from the whole dose curve; as a rule, active = well fitted curve in the direction sought with a large enough effect; inconclusive = small, poorly fitted or top-dose-only effect, or another doubt; inactive = no such curve, though single readings can be large; an effect the other way counts as inactive or inconclusive. Unless noted, % is set by controls: 0 for no effect and ±100 for the full control effect.

1) CCN(C(=O)CSc1nnc(-c2ccncc2)n1C)C1CCS(=O)(=O)C1 (configuration not stated)
2) CCOc1cc(S(=O)(=O)NC2CC(C)(C)NC(C)(C)C2)ccc1Cl
3) CC1CN(C(=S)NC(=O)c2ccc([N+](=O)[O-])cc2)CC(C)O1 (configuration not stated)
4) CC(=O)c1cccc(NC(=O)c2ccc(NC(=O)CCS(=O)(=O)c3cccs3)cc2)c1
5) COc1cc(/C(C)=N/N2CCN(Cc3ccc(C)cc3)CC2)ccc1O
6) CSc1ccccc1C(=O)NCCSc1ccc(C)cc1
7) Cn1ccc(C(=O)N/N=C/c2ccncc2)n1
8) CC1SC(=NC(=O)c2ccco2)NC1=O (configuration not stated)
9) CC(=O)N1CCSc2ccc(S(=O)(=O)NCc3ccccc3)cc21
10) COc1ccc(-c2nc3cc(NC(=S)NC(=O)Cc4ccccc4)ccc3o2)cc1
screen / no.	1	2	3	4	5	6	7	8	9	10
uPA surface inh	-4%	8%	3%	12%	13%	3%	0%	-1%	1%	4%
Chronic BCR inh	-1%	-4%	-16%	5%	-4%	1%	-4%	0%	-2%	1%
PKM2 activator	-16%	x	-2%	-1%	2%	-3%[11.5 µM]	-14%	-1%	x	-4%
FBPA coupling cs	1	2	0	2	4	0	2	-4	4	-1
GALK inh	0%	0%	x	18%	9%	-4%	0%	-1%	0%	0%
Giardia kill	-8	23	-9	9	-10	9	-12	-11	-21	2
KCNH2 3.1 inh	11	11	9	11	-32	-11	6	-12	13	-4
USP2a inh	-4%	1%	4%	-1%	-5%	2%	1%	4%	1%	1%
hERG WT inh	-2	x	8	-3	2	-1	-2	4	0	-14
Eya2 inh	-20%	-5%	5%	-8%	-12%	3%	10%	7%	-2%	2%
B2AR arrestin	-0.4%	0.2%	u	0.1%	-0.3%	0.0%	-0.1%	0.2%	-0.4%	-1.1%

Grouped by structure: the compounds so far containing four or more nitrogen atoms (2)
1) CCN(C(=O)CSc1nnc(-c2ccncc2)n1C)C1CCS(=O)(=O)C1 (configuration not stated)
7) Cn1ccc(C(=O)N/N=C/c2ccncc2)n1
screen / no.	1	7
uPA surface inh	-4%	0%
Chronic BCR inh	-1%	-4%
PKM2 activator	-16%	-14%
FBPA coupling cs	1	2
GALK inh	0%	0%
Giardia kill	-8	-12
KCNH2 3.1 inh	11	6
USP2a inh	-4%	1%
hERG WT inh	-2	-2
Eya2 inh	-20%	10%
B2AR arrestin	-0.4%	-0.1%

The list goes on.
11) O=C(COC(=O)c1ccc([N+](=O)[O-])s1)Nc1ccc(F)cc1
12) Cc1nc(N(C)Cc2ccccc2)c2nnn(Cc3ccccc3)c2n1
13) Cc1cc2nc(/N=C(\N)NC(=O)N3c4ccccc4Sc4ccccc43)nc(C)c2cc1C
14) COc1ccc2nc(C)cc(N3CCN(c4ccccc4)CC3)c2c1
15) CCN(CC)C(=O)Cn1cc(C(=O)C(=O)N2CC=C(c3ccccc3)CC2)c2ccccc21
16) CCCn1nc2cc(C(=O)NCCc3ccc(C)cc3)ccc2c1OCC
17) Cc1cc(OC2CCCCC2)nc(NCc2ccccc2)n1
18) Cc1ccc(NC(=O)CCn2cccc2)cc1
19) CC(C)Cn1c(N)c(C(=O)COC(=O)CC23CC4CC(CC(C4)C2)C3)c(=O)n(C)c1=O
20) O=C(CNC(=O)c1ccc(Oc2ccccc2)cc1)OCc1ccc(Br)cc1
screen / no.	11	12	13	14	15	16	17	18	19	20
uPA surface inh	0%	0%	1%&4%	1%	-1%	9%	3%	0%	-11%	-5%
Chronic BCR inh	0%	17%	-1%	2%	-1%	0%	u	u	5%	1%
PKM2 activator	x	-8%	-1%	-1%	1%	-3%	-8%	3%	3%	-4%
FBPA coupling cs	x	-2	-3	0	2	3	-1	3	-3	-5
GALK inh	x	0%	0%	-3%	-1%	3%	-2%	2%	2%	1%
Giardia kill	-12	-13	0&1	11	-8	4	6	-15	-4	-5
KCNH2 3.1 inh	4	11	11&-19	-18	-8	8	12	-2	u	0
USP2a inh	0%	0%	8%	4%	0%	-3%	-5%	0%	4%	2%
hERG WT inh	-15	0	6&-14	16	12	-4	4	1	1	-7
Eya2 inh	8%	-3%	5%	7%	4%	9%	-9%	7%	-6%	-5%
B2AR arrestin	0.1%	0.0%	-0.7%	0.0%	0.4%	-0.3%	-0.4%	0.5%	-0.7%	-2.1%

Overlap with the part before: four entries, then new ones.
17) Cc1cc(OC2CCCCC2)nc(NCc2ccccc2)n1
18) Cc1ccc(NC(=O)CCn2cccc2)cc1
19) CC(C)Cn1c(N)c(C(=O)COC(=O)CC23CC4CC(CC(C4)C2)C3)c(=O)n(C)c1=O
20) O=C(CNC(=O)c1ccc(Oc2ccccc2)cc1)OCc1ccc(Br)cc1
21) CCn1c2ccccc2c2nnc(SCC(=O)Nc3cc(C)on3)nc21
22) O=C(CCC1CCN(C(=O)Cc2c(F)cccc2F)CC1)NC1CC1
23) COc1cc(OC)cc(C(=O)N[C@H](C(=O)Nc2ccc(S(=O)(=O)N(C)C)cc2)C(C)C)c1
24) COc1cc(OC)cc(C(=O)NCCNC(=O)c2ccco2)c1
25) COc1cc(NC(=O)Cn2cnc(S(=O)(=O)N3CCOCC3)c2)cc(OC)c1OC
26) CCc1c(C)[nH]c2ccc(C)cc2c1=O
27) COc1cc(/C=N/N2CCN(C3c4ccccc4-c4ccccc43)CC2)cc(OC)c1OC
28) O=Nc1c2ccc[nH]c-2c2ccc([N+](=O)[O-])cc12
29) Cc1ccc(CNC(=O)CN(c2ccc(C)cc2)S(=O)(=O)c2c(C)nn(C)c2C)cc1
30) CCO[C@H]1OC(C(=O)N2CCCCCCC2)=C[C@@H](c2ccc(C(F)(F)F)cc2)[C@@H]1CCCO
screen / no.	17	18	19	20	21	22	23	24	25	26	27	28	29	30
uPA surface inh	3%	0%	-11%	-5%	10%	-6%	-3%	-6%	0%	-1%	-3%	3%	12%	32%[activator]
Chronic BCR inh	u	u	5%	1%	3%	2%	-20%	8%	3%	u	-3%	12%	0%	u
PKM2 activator	-8%	3%	3%	-4%	u	x	-9%	15%	x	2%	10%	-7%	x	1%
FBPA coupling cs	-1	3	-3	-5	1	x	-1	0	x	-1	-1	0	x	-5
GALK inh	-2%	2%	2%	1%	6%	6%	1%	-2%	2%	-1%	-1%	1%	1%	-6%
Giardia kill	6	-15	-4	-5	-6	-18	-4	-12	-2	5	8	u	22	3
KCNH2 3.1 inh	12	-2	u	0	4	17	-6	-23	-41	-16	-4	x	-3	29
USP2a inh	-5%	0%	4%	2%	-1%	0%	-7%	2%	3%	1%	1%	4%	6%	u
hERG WT inh	4	1	1	-7	3	-8	5	-6	-9	3	1	-8	-9	-2
Eya2 inh	-9%	7%	-6%	-5%	0%	5%	-11%	7%	3%	-18%	-6%	4%	-10%	-14%
B2AR arrestin	-0.4%	0.5%	-0.7%	-2.1%	-1.3%	-0.5%	-0.3%	-1.0%	0.0%	-0.2%	-0.1%	0.0%	0.8%	-0.3%

31) CCOc1ccc(C(=O)CCNC(Cc2cnc[nH]2)C(=O)O)cc1 (configuration not stated)
32) CC(OC(=O)C1=COCCO1)C(=O)Nc1ncc(Cl)cc1Cl (configuration not stated)
33) COc1ccccc1N(C)S(=O)(=O)c1ccc(C(=O)N2CCC2)cc1
34) Cc1sc(NC(=O)C2=COCCO2)nc1-c1ccc(F)cc1
35) COC(=O)c1c(NC(=S)NN2CCOCC2)sc2c1CCCC2
36) COc1ccc(NC(=O)c2ccccc2NC(=O)CN2CCCCCC2)cc1
screen / no.	31	32	33	34	35	36
uPA surface inh	-4%	5%	u	-1%	8%	4%
Chronic BCR inh	-3%	5%	2%	u	u	-18%
PKM2 activator	-2%	x	x	x	5%	x
FBPA coupling cs	1	x	x	x	-4	x
GALK inh	-1%	x	x	x	-2%	x
Giardia kill	1	18	6	-7	-18	u
KCNH2 3.1 inh	-6	-2	4	4	5	1
USP2a inh	-5%	2%	0%	-4%	0%	1%
hERG WT inh	-5	1	-21	-3	1	6
Eya2 inh	8%	-25%	-25%	-26%	5%	-4%
B2AR arrestin	0.0%	-0.3%	-0.1%	-0.8%	-0.5%	0.2%

Screens deposited in PubChem BioAssay by National Center for Advancing Translational Sciences (NCATS).
